# D1 agonist – human D1 receptor agonism; P21728; HEK293 T-REx D1 cells, calcium flux, agonist mode; activation, % at 2 µM; actives 1% (n = 360,000); in the data active = activation above about 30%; also: 0% is about no effect
#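 Tetracycline-induced HEK293 TREx D1 cells, force-coupled to calcium signalling, were dye-loaded with a no-wash calcium kit. Compound was pin-added after a 10 s baseline. Fluorescence was read kinetically at 1 cycle/s for 180 s, with calcium rises flagged as agonism.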
# D2 PAM – D2 dopamine receptor (human) potentiation; P14416; HEK293 T-REx D2, calcium flux, EC20 dopamine potentiation; potentiation, % at 10 µM; actives 0.34% (n = 340,000); AID 485347;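 active = potentiation over 3 SD above the plate norm, cut at about 30% in these data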; also: 0% is about no effect
#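 Tetracycline-induced HEK293 T-REx cells force-coupled to calcium signalling expressed D2; compounds were pin-added after a 10 s baseline, read kinetically 180 s, then an EC20 dopamine challenge followed with a further 180 s calcium read.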
# D2 ag – agonists of human D2 dopamine receptor; activation, % at 2 µM; HEK293 T-REx D2 cells, calcium flux agonist mode; P14416; actives 0.53% (n = 340,000);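 active = activation over 3 SD above normal in the single-dose calcium agonist read, cut at about 30% in these data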; also: 0% is about no effect
#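 Calcium-flux readout, 1 cycle/sec over 180 s following compound pin transfer, in inducible HEK293 Trex D2 cells (force-coupled); dopamine controls included. Positive calcium responses during this window marked compounds as potential agonists.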
# D2 antagonist – antagonists of human D2 dopamine receptor; P14416; HEK293 TREx D2 cells, calcium flux, dopamine EC80; inhibition, % at 10 µM; actives 2% (n = 340,000); in the data active = inhibition above about 30%; also: 0% is about no effect
#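 Overnight-induced (tetracycline, 30 C) HEK293 T-REx cells carrying force-coupled D2 receive a no-wash calcium dye, then compound, then EC80 dopamine at 180 s; signals are read kinetically throughout.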
# D1 antag – antagonists of human D1 dopamine receptor; P21728; HEK293 TREx D1 cells, calcium flux, dopamine EC80; active compounds read low; activity change, negative = inhibition, % at 10 µM; actives 3.2% (n = 360,000); in the data active = activity change below about -30%; also: % is scaled to controls: 0 for no effect and ±100 for the full control effect
#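 HEK293 T-REx cells expressing inducible, force-coupled D1 receptor; no-wash Ca dye, 30–90 min RT. Cmpd → 180 s read at 1 Hz → EC80 DA → 180 s read.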
# TRHR PAM – allosteric enhancers of human TRH receptor | enhancement, % at 2 µM | actives 0.66% (n = 360,000) | TRHR cells, fluo-8 calcium fluorescence, EC20 TRH enhancement | AID 493056; in the data active = enhancement above about 30%; also: 0% is about no effect
#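 TRHR-expressing cells loaded with fluo-8 calcium dye were read kinetically (ex 480/em 530) during compound addition, then stimulated with an EC20 of TRH (10 nM final). Enhancement of the Gq-mediated intracellular calcium response was scored.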
# RXFP1 antag – antagonists of human relaxin receptor RXFP1 | Q9HBX9 | HEK293-RXFP1, relaxin-stimulated cAMP HTRF, 30 min; active compounds read low | activity change, negative = inhibition, % at 57.5 µM | actives 0.59% (n = 350,000) | AID 1259400;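 active = activity change of -60% or lower, but not beyond a set lower limit; inconclusive = change between -60% and -40%, or beyond the set limit; inactive = change above -40%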; also: % is scaled to controls: 0 for no effect and ±100 for the full control effect
# Target sequence (Q9HBX9 whole entry, looked up): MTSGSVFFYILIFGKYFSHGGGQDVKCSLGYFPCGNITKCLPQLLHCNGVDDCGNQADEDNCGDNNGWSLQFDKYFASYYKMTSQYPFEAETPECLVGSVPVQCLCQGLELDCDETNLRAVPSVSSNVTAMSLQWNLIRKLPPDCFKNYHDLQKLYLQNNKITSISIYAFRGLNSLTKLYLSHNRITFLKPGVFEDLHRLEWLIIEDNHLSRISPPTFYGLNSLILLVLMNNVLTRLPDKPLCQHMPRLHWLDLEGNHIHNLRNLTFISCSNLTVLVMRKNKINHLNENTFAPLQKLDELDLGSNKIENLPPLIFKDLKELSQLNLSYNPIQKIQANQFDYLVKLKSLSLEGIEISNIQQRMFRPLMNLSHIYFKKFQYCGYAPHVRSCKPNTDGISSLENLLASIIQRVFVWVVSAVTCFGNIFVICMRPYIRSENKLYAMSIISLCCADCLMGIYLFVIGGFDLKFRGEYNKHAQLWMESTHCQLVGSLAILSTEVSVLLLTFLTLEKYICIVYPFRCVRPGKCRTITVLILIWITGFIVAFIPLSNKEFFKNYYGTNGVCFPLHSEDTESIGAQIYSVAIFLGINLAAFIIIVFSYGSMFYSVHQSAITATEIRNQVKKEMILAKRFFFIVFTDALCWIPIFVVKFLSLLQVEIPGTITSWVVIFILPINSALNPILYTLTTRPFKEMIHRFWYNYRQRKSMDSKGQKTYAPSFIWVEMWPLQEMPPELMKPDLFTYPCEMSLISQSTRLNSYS
# RXFP1 ag – agonists of human relaxin receptor RXFP1 | HEK293T-RXFP1 cAMP TR-FRET, 30 min; response scale: percent of porcine relaxin response, buffer zero | Potency, µM (doses to about 57.5 µM), inactives show at the highest dose activation, usual class: activators | actives 0.3% (n = 370,000) | Q9HBX9 | AID 2676; active = well fitted activation curve with a large enough effect; inconclusive = small, poorly fitted or top-dose-only effect; also: potency is read from the fitted curve at half-maximal effect; % is scaled to controls: 0 for no effect and ±100 for the full control effect; nearly all actives have a fitted effect of over 60% in size; many of its hits are not listed in these tables
#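 Agonist response is measured as cAMP accumulation in an RXFP1-transfected HEK293T line under PDE4 inhibition. Values are scaled between buffer-only and 29 nM porcine relaxin, and EC50s come from standard Hill equation fits.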
# D1 PAM – enhances dopamine response at the human D1 receptor; P21728; potentiation, % at 10 µM; HEK293 TREx D1 cells, calcium flux, dopamine EC20 potentiation; actives 0.036% (n = 360,000); AID 504651; in the data active = potentiation above about 30%; also: 0% is about no effect
# The depositor's hits bear a star; ? = inconclusive; . = no result given; & = joins results of further samples; [ ] = another dose, or the depositor's remark. The list is partial; count on the stated rates, not on these rows.
SMILES,D1 agonist,D2 PAM,D2 ag,D2 antagonist,D1 antag,TRHR PAM,RXFP1 antag,RXFP1 ag,D1 PAM
O=C(O)c1cccc(CSc2nnc(-c3ccc(Cl)cc3)o2)c1,4,-1,-1.0,-5,-13,-1,1,5.5%,1
Cc1cc2nc(-c3cccc(NC(=O)C(C)C)c3C)oc2cc1C,3,-3,0.1,.,4,-5,-10,0.1%,-1
CC(=O)c1ccc(S(=O)(=O)N2CCCC(N(C)CCc3ccccc3)C2)cc1 (stereo not drawn),4,.,.,.,-16,1,-1,0.3%,-6
CCOc1ccccc1/C=C(/C#N)C(N)=O,2,8,-1.9,-22,-23,-3,-11,2.4%,-4
CN(CCOc1ccccc1)C(=O)c1cc(S(=O)(=O)N2CCCCC2)ccc1Cl,9,5,-0.7,4,4,-3,9,0.0%,-4
O=C(CSC1=NNC(c2ccccn2)S1)Nc1ccccc1 (stereo not drawn),0,4,-0.1,-9,-26,7,7,-0.3%,-8
CCOc1ccc(C(=O)NCC(=O)OCC(=O)Nc2nnc(-c3ccccc3)o2)cc1,5,-9,0.3,-9,6,0,3,-0.3%,.
N#CC(c1ccccn1)c1ncc(C(F)(F)F)cc1Cl (stereo not drawn),-1,-7,-1.9,28,13,-8,6,1.1%,-8
Cc1cc(NC(=O)CSc2ccc(-c3cccc([N+](=O)[O-])c3)nn2)no1,1,-3,-1.5,8,-22,21,-15,2.6%,4
Cc1cc(NC(=O)c2ccc(Br)o2)cc(-c2nc3ccccc3o2)c1O,0,-6,-1.3,.,1,1,.,1.9%,-3

# Fetched by compound from above (three):
SMILES,D1 agonist,D2 PAM,D2 ag,D2 antagonist,D1 antag,TRHR PAM,RXFP1 antag,RXFP1 ag,D1 PAM
O=C(O)c1cccc(CSc2nnc(-c3ccc(Cl)cc3)o2)c1,4,-1,-1.0,-5,-13,-1,1,5.5%,1
Cc1cc(NC(=O)c2ccc(Br)o2)cc(-c2nc3ccccc3o2)c1O,0,-6,-1.3,.,1,1,.,1.9%,-3
Cc1cc(NC(=O)CSc2ccc(-c3cccc([N+](=O)[O-])c3)nn2)no1,1,-3,-1.5,8,-22,21,-15,2.6%,4

# Not a retest: an excerpt of the list.
SMILES,D1 agonist,D2 PAM,D2 ag,D2 antagonist,D1 antag,TRHR PAM,RXFP1 antag,RXFP1 ag,D1 PAM
Cc1cc(NC(=O)CSc2ccc(-c3cccc([N+](=O)[O-])c3)nn2)no1,1,-3,-1.5,8,-22,21,-15,2.6%,4
Cc1cc(NC(=O)c2ccc(Br)o2)cc(-c2nc3ccccc3o2)c1O,0,-6,-1.3,.,1,1,.,1.9%,-3

# Next part.
SMILES,D1 agonist,D2 PAM,D2 ag,D2 antagonist,D1 antag,TRHR PAM,RXFP1 antag,RXFP1 ag,D1 PAM
CCn1c(=O)cc(OCC(=O)N(C)c2cc(Cl)ccc2C)c2ccccc21,4,2,-1.3,.,-7,13,.,-2.2%,0
CCOC(=O)c1cnc2ccccc2c1NCCc1ccc(OC)c(OC)c1,1&1,-7&8,8.5&-0.7,3,9&22,6&1,-26&-5,6.4%&3.7%,-2&-4
O=C(COc1ccc(Cl)cc1)Nc1nc(-c2ccc(S(=O)(=O)N3CCOCC3)cc2)cs1,0,-1,0.9,3,-5,4,8,-1.8%,-4
Cc1ccc(S(=O)(=O)NCCC(=O)N2CCCCCCC2)cc1,3,-6,-1.4,-5,-5,2,-10,0.2%,4
CCCn1nc(NC(=O)C2CCCO2)c2cc3ccc(C)cc3nc21 (stereo not drawn),2,10,-1.4,0,-11,-2,-1,8.6%,-1
Cc1ccc2cc(C#N)c(SCC(=O)NCC3CCCO3)nc2c1 (stereo not drawn),0,0,-0.5,6,-2,-5,-8,?,-5
CCOC(=O)c1sc(NC(=O)COC(=O)C(CCSC)NC(C)=O)nc1C (stereo not drawn),1,-4,0.1,2,3,2,9,0.2%,-9
CCOC(=O)NC(Nc1ncccn1)(C(F)(F)F)C(F)(F)F,5,-7,-0.2,-3,-10,-5,-2,0.1%,-2
CCCSc1nc(C)c2cc(C)cc(C)c2n1,6,-3,-0.1,13,-2,3,4,-0.2%,3
c1ccc(OCc2ccc(CCCN3CCOCC3)cc2)cc1,11,1,1.2,19,-9,0,-8&-14,-3.1%,-2
CCOP(=O)(OCC)/C(=N/OC(=O)c1ccccc1C)C(N)=O,6,-7,0.0,14,-7,1,-7,2.3%,-4
O=C(Cc1ccc(Cl)cc1)N1CCOCC1,4,-9,0.0,0,2,-3,-8,0.2%,-1
CNC(=S)NNC(=O)CNc1ccc(C)c(Cl)c1,-2,-3,-0.8,1,-10,6,5,3.2%,-9
CC12CCC(=O)N1C(C(=O)OCC(=O)Nc1cccc(Br)c1)CS2 (stereo not drawn),7,9,2.0,-5,-7,-1,7,-0.1%,-2
Cn1c(CSCc2ccc(F)cc2)n[nH]c1=S,2,-1,-0.7,-20,2,2,6,0.5%,-2
CC(=O)C1=C(c2ccc(C)cc2)N(C(C)=O)n2c(nnc2C2CCCCC2)S1,2,4,1.2,.,.,-1,-7,1.8%,-1
CC(=O)c1ccc(NC(=O)C(C)OC(=O)C2CCN(c3ccc(C(F)(F)F)cn3)CC2)cc1 (stereo not drawn),2,6,0.3,-2,-30*,-7,-22,-0.4%,-1
Cc1cccc(NC(=O)CSc2cn(CC(=O)N3CCOCC3)c3ccccc23)c1,1,3,-1.2,.,-9,-1,0,1.0%,-2
Cc1ccc(S(=O)(=O)N2CCCN(S(=O)(=O)c3ccc(C)c(C)c3)CC2)cc1C,1,1,0.7,6,-1,4,-8,1.8%,-5
CCOC(=O)CCCCC(=O)NC(CO)C(=O)NC (stereo not drawn),3,9,0.1,7,5,5,-15,-2.0%,0
COC(=O)c1c(-c2ccc(OC)cc2)oc2ccccc12,1,6,-0.5,4,11,-5,.,12%,5
CCCc1nnc(SCc2cc(=O)c3c(C)cc(C)cc3[nH]2)n1C,-1,6,0.3,.,3,-2,-9,0.0%,1
Cn1cc(C=C2C(=O)OC3(CCCCC3)OC2=O)c2ccccc21,2,-8,0.8,7,-30*,-11,4,-3.7%,-3
Cc1ccc(O)c(NC(=S)NC(=O)/C=C/c2ccccc2)c1,-1,7,-0.9,-7,14,22,-8,-1.1%,-5
CCn1nc(C)cc1C(=O)N1CCc2c([nH]c3ccccc23)C1c1cc(F)ccc1F (stereo not drawn),0,1,0.0,9,8,2,-3,-1.2%,-3
CCN(CC(=O)NC1CCS(=O)(=O)C1)c1nc(-c2ccccc2)nc2ccccc12 (stereo not drawn),2,-12,-0.1,9,3,-6,-2,1.7%,-4
COc1ccccc1N1CCN(S(=O)(=O)CC23CCC(CC2=O)C3(C)C)CC1 (stereo not drawn),4,-1,0.6,-16,20,2,12,0.3%,2
CCOc1ccc(-n2ccnc2SCC(=O)Nc2cc(C)on2)cc1,1,6,-0.6,-5,6,7,-3,1.4%,1
CC(C)[C@H](NC(N)=O)C(=O)Nc1ccc2c(c1)CCC2,2,24,0.2,-5,11,0,5,0.7%,21
Cc1cccc(NC(=O)CSc2cn[nH]n2)c1,3,-9,-1.4,12,-7,-3,-9,0.0%,-5

# Among those listed so far, three have an aryl methoxy group.
SMILES,D1 agonist,D2 PAM,D2 ag,D2 antagonist,D1 antag,TRHR PAM,RXFP1 antag,RXFP1 ag,D1 PAM
CCOC(=O)c1cnc2ccccc2c1NCCc1ccc(OC)c(OC)c1,1&1,-7&8,8.5&-0.7,3,9&22,6&1,-26&-5,6.4%&3.7%,-2&-4
COC(=O)c1c(-c2ccc(OC)cc2)oc2ccccc12,1,6,-0.5,4,11,-5,.,12%,5
COc1ccccc1N1CCN(S(=O)(=O)CC23CCC(CC2=O)C3(C)C)CC1 (stereo not drawn),4,-1,0.6,-16,20,2,12,0.3%,2

# Remaining list, next part:
SMILES,D1 agonist,D2 PAM,D2 ag,D2 antagonist,D1 antag,TRHR PAM,RXFP1 antag,RXFP1 ag,D1 PAM
Cc1ccc(S(=O)(=O)N2[C@@H](c3cccc(Cl)c3)C(C(=O)O)=CC[C@H]2c2ccc3c(c2)OCO3)cc1,1,-9,-1.0,3,-17,-2,.,-0.4%,-6
CC(C)c1ccc(OCC(=O)N2CCN(C(=O)c3ccco3)CC2)cc1,2,-3,0.0,11,16,-8,-7,2.2%,-23
O=C(CCC(=O)N(CC(=O)NC1CCCC1)c1cccc(F)c1)Nc1nccs1,4,5,-0.8,-12,-9,10,-8,1.7%,1
CN1CCN(Cc2nc3cc(NC(=O)COc4ccc([N+](=O)[O-])cc4)ccc3n2C)CC1,5,-9,0.1,-8,1,-2,3,2.4%,-2
Cc1cccc(C)c1NC(=O)CSc1ncnc2nc[nH]c12,3,6,1.4,5,-3,-2,4,7.8%,0
Cc1nc(-c2cc(C#N)c(=O)[nH]c2C)cs1,2,0,0.6,8,-26,6,8,-32%[inhibitor],0
CCCCOc1ccc(-c2nnc(-c3cc[n+](C)cc3)o2)cc1,1,13,-0.4,-34,-8,-2,1,2.5%,-3
CC(C)(C)c1ccc(C(=O)NCC(=O)N2CCCCCC2)cc1,1,.,-3.4,3,-17,-4,5,2.1%,-8
Cc1ccc(NC(=O)CSC2=Nc3ccccc3C3=NC(Cc4ccccc4)C(=O)N23)cc1C (stereo not drawn),1,3,-0.8,.,-2,-5,12,-1.9%,0
C#CC(C)(C)NC(=O)c1ccc(-c2ccccc2F)cc1,2,6,-0.2,2,4,1,1,5.4%,-4

# Bioassay records: PubChem, National Center for Advancing Translational Sciences (NCATS)
